# Giardia FBPA inh: inhibitors of Giardia lamblia fructose-1,6-bisphosphate aldolase. A8B2U2. purified Giardia FBPA. Potency, µM (series often up to 59.6 µM), without a hit: at the highest dose activity, negative = inhibition, hits mostly inhibitors. 290,000 tested, 0.71% active; active means well fitted inhibition curve with a large enough effect; inconclusive means small, poorly fitted or top-dose-only effect, or effect the other way; further: nearly all actives have a fitted effect of over 55% in size
# Target sequence (A8B2U2 whole entry, looked up): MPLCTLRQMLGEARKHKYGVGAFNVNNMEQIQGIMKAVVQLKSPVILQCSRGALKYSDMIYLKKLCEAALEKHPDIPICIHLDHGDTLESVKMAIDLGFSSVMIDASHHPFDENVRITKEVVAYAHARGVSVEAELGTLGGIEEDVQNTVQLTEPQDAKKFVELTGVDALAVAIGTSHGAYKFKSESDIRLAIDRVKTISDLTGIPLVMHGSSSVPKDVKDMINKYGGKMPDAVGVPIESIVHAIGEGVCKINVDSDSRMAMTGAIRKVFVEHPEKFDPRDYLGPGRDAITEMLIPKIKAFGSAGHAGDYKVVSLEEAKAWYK
#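 40 nM FBPA preincubated 10 min at RT with compound (up to 57.5 uM final), then substrate plus GAPDH/TPI/NAD/arsenate coupling and diaphorase/resazurin added. Fluorescence read after 20 min at RT, 525/598 nm.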
# An asterisk follows results filed as active; ? = inconclusive; & = joins results of further samples; [ ] = remark or other dose. On the % scale 0 is the no-effect control and ±100 the full control effect; potency means the concentration at half of the fitted maximal effect. These rows are one share of the data. The share of hits here may be higher or lower than overall.
SMILES,Giardia FBPA inh
CCOC(=O)c1c(C)[nH]c2ccc3c(c12)CN1CCc2cc(OC)ccc2[C@@H]1O3,0%
CO[C@H]1COC(=O)C/C=C\[C@@H](C)COC(=O)[C@@H](C)NC(=O)C/C=C\[C@@H]1C,5%[12.9 µM]
CCCCC/C=C\C=C\C(O)CCCCCCCC(=O)O (stereo unspecified),0%
O=c1c(-c2ccc(F)cc2)nc2cnc(N3CCOCC3)nc2n1Cc1cccs1,11%
COC(=O)[C@@]1(Cc2ccc(OC)cc2)[C@H]2c3cc(C(=O)N4CCCC4)n(CCF)c3C[C@H]2CN1C(=O)c1ccccc1,-6%
Cc1cnc(CNc2ncnc3ccc(-c4ccccc4C(F)(F)F)cc23)cn1,1%
CC1=CC(=O)C2=C(C)C[C@H](OC(=O)Cc3ccccc3)C3[C@H](OC(=O)[C@H]3C)C12 (stereo partly specified),1%
O=C1C2=CC[C@H]3C(=O)N(c4cccc(Oc5ccccc5)c4)C(=O)[C@@H]3[C@@H]2[C@H](O)[C@@H]2O[C@H]12,0%[12.9 µM]
Cc1nc2c(OCc3ccccc3)cccn2c1CC#N,-1%&-8%
CC(=O)OCC1OC(C#CC(C)(C)C)C=CC1OC(C)=O (stereo unspecified),-1%&2%[12.9 µM]
COc1cc2c(c(OC)c1OC)-c1ccc(O)c(=O)cc1[C@H](N)CC2,-1%[21.7 µM]
CC(=O)N1CCC[C@@]2(CCN(C(=O)Nc3cccc(C#N)c3)C2)C1,1%
C/C=C1\C2C=C(C)C[C@@]1(N)c1ccc(=O)[nH]c1C2,3%
COc1ccc2c(c1)[C@]1(C)CCC(=O)C[C@H]1CC2,-2%
CCN(CC)/[N+]([O-])=N/Oc1cc(O/[N+]([O-])=N/N2CCCC2CO)c([N+](=O)[O-])cc1[N+](=O)[O-] (stereo unspecified),1%
CO[C@@H]1COC(=O)[C@H]2CCCN2C(=O)[C@@H](C)COC(=O)[C@H](COCc2ccccc2)NC(=O)C/C=C\[C@H]1C,7%[12.9 µM]
CCOC(=O)/C=C/CCCC=O,3%
CCCC[C@@H]1C[C@H]1C(NC(=O)c1ccccc1)c1ccc(-c2ccccc2)cc1 (stereo partly specified),7%
NC(=O)C[C@H](NC(=O)Cc1ccc(O)cc1O)C(=O)O,-14%&-8%
O=c1c(-c2ccc(F)cc2)nc2cnc(Oc3cccc(Cl)c3)nc2n1C[C@H]1CCCO1,5%
COc1ccc(C2/C=C\CN(Cc3ccccc3)CC(=O)N2Cc2ccc(F)cc2)cc1 (stereo unspecified),-7%
COc1ncc2nc(-c3ccc(Cl)cc3)c(=O)n(C[C@H]3CCCO3)c2n1,-20%
C=CC(C)(C)c1c2c(c(O)c3c(=O)c4ccc(O)c(O)c4oc13)C=CC(C)(C)O2,-24%
CS(=O)(=O)N1CCC[C@@]2(CCN(C(=O)Nc3ccccc3)C2)C1,2%
CCCC(=O)Nc1ncnc2c1ncn2C1OC2COP(=O)(O)OC2C1OC(=O)CCC (stereo unspecified),7%
COc1ccc(-n2c(=O)cnc3cnc(N4CCNCC4)nc32)cc1,-6%
OCC1NCC(O)C(O)C1O (stereo unspecified),6%
CN1CCN(c2ncc3nc(CCc4ccccc4)c(=O)n(Cc4cccs4)c3n2)CC1,-13%
COC(=O)N1CCC2(CC1)CCN(c1cccc(-c3ccccc3)c1)CC2,0%
CC(=O)N1CCC[C@@]2(CCN(Cc3ccccc3)C2)C1,2%
CN(C(=O)Cc1ccc(Cl)c(Cl)c1)[C@@H](CN1CCCC1)c1cccc(OCC(=O)O)c1,2%
CC/C=C\C/C=C\C/C=C\C/C=C\C/C=C\C/C=C\CCC(=O)O[C@H](COCCCCCCCCCCCCCCCC)COP(=O)([O-])OCC[N+](C)(C)C,-5%
CC(C)=NO[C@@H](C)c1cc(-c2c(C)cc(C)cc2C)no1,1%[12.9 µM]
COc1ccc2c(c1)O[C@@H](c1ccc3c(c1)OCO3)[C@H](OC(=O)NC1CCCC1)C2=O,-3%
COc1ccc(C(=O)N2CCC3(CCCN(c4ncccn4)C3)CC2)cc1,8%
COC(=O)N1CCC2(CCN(Cc3nccs3)CC2)CC1,3%
O=C1Nc2ccccc2C(=O)N2CCC[C@@H]12,2%
COc1ccccc1[C@@H]1C(c2ccc(F)cc2)=NN(c2ccc(Br)cc2)[C@H]1C(=O)N1CCOC1=O,-12%
CCN1C[C@@]2(C)CC[C@@H](OC)[C@@]34C2C(O)[C@@]2(OCO[C@]25CC(OC)C2C[C@@]3(O)C5C2O)C14 (stereo partly specified),-2%
C=CCN1C[C@@H](C)N([C@H](c2ccc(C(=O)N(CC)CC)cc2)c2cccc(OC)c2)C[C@@H]1C,-1%
COc1ccc(CNC(=O)/C=C\c2ccc3[nH]cc(CCN(C)C)c3c2)cc1,-1%
CN1CCN(c2ncc3nc(-c4ccc(Cl)cc4)c(=O)n(CCC#N)c3n2)CC1,0%
C=CCCCCCCCCCCCC(O)CC(O)COC(C)=O (stereo unspecified) (tested in a mixture with another compound),2%
CNC(=O)O/N=C(/C)SC,2%
C=CCC1CCC(=O)N2CCCC12 (stereo unspecified),1%[136 µM]

# Rewritten tab-delimited: entries from further up.
SMILES	Giardia FBPA inh
CC(=O)N1CCC[C@@]2(CCN(Cc3ccccc3)C2)C1	2%
CN(C(=O)Cc1ccc(Cl)c(Cl)c1)[C@@H](CN1CCCC1)c1cccc(OCC(=O)O)c1	2%
CC/C=C\C/C=C\C/C=C\C/C=C\C/C=C\C/C=C\CCC(=O)O[C@H](COCCCCCCCCCCCCCCCC)COP(=O)([O-])OCC[N+](C)(C)C	-5%
CC(C)=NO[C@@H](C)c1cc(-c2c(C)cc(C)cc2C)no1	1%[12.9 µM]
COc1ccc2c(c1)O[C@@H](c1ccc3c(c1)OCO3)[C@H](OC(=O)NC1CCCC1)C2=O	-3%
COc1ccc(C(=O)N2CCC3(CCCN(c4ncccn4)C3)CC2)cc1	8%
COC(=O)N1CCC2(CCN(Cc3nccs3)CC2)CC1	3%
O=C1Nc2ccccc2C(=O)N2CCC[C@@H]12	2%
COc1ccccc1[C@@H]1C(c2ccc(F)cc2)=NN(c2ccc(Br)cc2)[C@H]1C(=O)N1CCOC1=O	-12%
CCN1C[C@@]2(C)CC[C@@H](OC)[C@@]34C2C(O)[C@@]2(OCO[C@]25CC(OC)C2C[C@@]3(O)C5C2O)C14 (stereo partly specified)	-2%
C=CCN1C[C@@H](C)N([C@H](c2ccc(C(=O)N(CC)CC)cc2)c2cccc(OC)c2)C[C@@H]1C	-1%
COc1ccc(CNC(=O)/C=C\c2ccc3[nH]cc(CCN(C)C)c3c2)cc1	-1%
CN1CCN(c2ncc3nc(-c4ccc(Cl)cc4)c(=O)n(CCC#N)c3n2)CC1	0%

# Next part:
SMILES,Giardia FBPA inh
CCCCCCCc1cc2c(cn1)C(=O)C(C)(OC(C)=O)C(O)=C2Cl (stereo unspecified),-6%
CCOc1ccccc1-c1nnc2n1N=C(c1ccc(OC)c(OC)c1)CS2,-3%
CC1=C(C(=O)OCc2ccccc2)C(C2CC2)NC(=O)N1CCCCCC(=O)O (stereo unspecified),-3%
CCn1c(=O)n(C2=C(CO)CN(CC3CCCCCCC3)CC2)c2ccccc21,-7%
CSCC[C@H](NC(=O)[C@H](CC(C)C)NC(=O)CCNC(=O)[C@@H](NC(=O)[C@H](Cc1ccccc1)NC(=O)[C@H](CO)NC(=O)[C@@H](N)CC(=O)O)C(C)C)C(N)=O,0%
O=C(c1cc(C(F)(F)F)cc(C(F)(F)F)c1)N1CCC2(CCCN(c3ncccn3)C2)CC1,0%
Cc1ccc(/C=C/C2=CC3(C)CC2(C)C(c2ccc(C)cc2)CC3=O)cc1 (stereo unspecified),-7%[12.9 µM]
COC(=O)C1=C(C(=O)OC)[C@@H]2N(C)c3ccccc3[C@@]23C[C@@H](C(=O)OC)N(S(=O)(=O)c2ccc(OC)cc2)C3=N1,0%[12.9 µM]
O=C1CCCC2CCCCN12 (stereo unspecified),6%[188 µM]
Cc1ccc(S(=O)(=O)N[C@H]2COC(=O)C/C=C\[C@@H](C)[C@H](NS(=O)(=O)c3ccc(C)cc3)COC(=O)C/C=C\[C@H]2C)cc1,1%[12.9 µM]
CC(C)CN1CCCC2(CCN(C(=O)Oc3ccccc3)CC2)C1,1%
c1ccc(-c2ccc(N3CC4(CCNCC4)C3)cc2)cc1,0%
CCN1C(=O)[C@H]2[C@H]3[C@H](O)[C@H](O)C/C(=N/NC(=O)OCc4ccc(OC)cc4)[C@@H]3CC[C@@H]2C1=O,3%[12.9 µM]
CC(=O)OCC1=C[C@H]2[C@@H]3C(C)(C)[C@]3(OC(=O)Cc3ccccc3)C[C@@H](C)[C@]2(O)[C@@H]2C=C(C)C(=O)[C@@]2(O)C1,3%
C=CCNC1=C2C[C@@H](C)C[C@H](OC)[C@H](O)[C@@H](C)/C=C(\C)[C@H](OC(N)=O)[C@@H](OC)/C=C/C=C(\C)C(=O)NC(=CC1=O)C2=O,?
COC(=O)[C@H](Cc1ccccc1)NC(=O)O[C@@H]1C(=O)c2ccc(OC)cc2O[C@H]1c1cccc(C(F)(F)F)c1,1%
NCCCCCCCCCCNCCCN,-15%
CC12CCC=CC1C(c1ccc3ccccc3c1)N(Cc1ccccc1)C2=O (stereo unspecified),-4%
COc1ccc(O[C@H]2C=C[C@@H](c3ccccc3)O[C@H]2COC(=O)CC/C(C)=N\O[C@@H](C)c2cc(-c3c(C)cc(C)cc3C)no2)cc1,1%[12.9 µM]
NCCNS(=O)(=O)c1ccc(Cl)c2ccncc12,-8%
CC(C)C[C@@H](CC(=O)N[C@@H](CCCN)CC(=O)N[C@@H]1CCNC[C@H]1C(=O)N[C@H](CC(=O)N[C@@H](CCC(=O)O)CC(=O)O)Cc1ccccc1)NC(=O)[C@@H]1CNCC[C@H]1N,?
O=C(/C=C(\O)c1ccccc1)c1ccccc1O,10%
COc1ccc2[nH]cc(CCNc3ncnc4ccc(-c5cccnc5)cc34)c2c1,2%
O=C1C2C=CC=CC2=NC(=S)N1CCN1CCC(=C(c2ccc(F)cc2)c2ccc(F)cc2)CC1 (stereo unspecified),-5%
Cc1nc(N2CCOCC2)c2nc(-c3ccccc3)n(CCCN3CCCCC3C)c2n1 (stereo unspecified),6%
CCCn1c(C)nc2c(NC3CCN(Cc4ccccc4)CC3)nc(C)nc21,2%
COc1ccc(/C=C/c2ccccc2)cc1C1C2C=CCCC2(C)C(=O)N1Cc1ccccc1 (stereo unspecified),2%
COC/C=C/C1=CC2=CC(=O)C(C)(OC(=O)c3cnc4ccccc4n3)C(=O)C2=CN1CCc1ccccn1 (stereo unspecified),-14%[12.9 µM]
COc1cc2c(cc1O)C[C@H]1c3c(cc(OC)c(O)c3-2)CCN1C,?
Nc1nc(NCC2CCC(CNS(=O)(=O)c3cccc4ccccc34)CC2)nc2ccccc12 (stereo unspecified),-10%&-1%
CCOC(=O)C1=C(C)NC(C)=C(C(=O)OC)[C@H]1c1cccc([N+](=O)[O-])c1,2%
COC(=O)COc1cc(Cl)c(Cl)cc1Cl,-5%
C=CCN1c2ccccc2[C@]23C[C@@H](C(=O)OC)N(S(=O)(=O)c4ccc(C#N)cc4)C2=NC(C(=O)OC)=C(C(=O)OC)[C@H]13,1%[12.9 µM]
CO[C@H]1[C@H](O[C@H]2O[C@@H](C)[C@@H](O[C@@H]3C[C@](C)(O)[C@H](OC(=O)CC(C)C)[C@H](C)O3)[C@@H](N(C)C)[C@@H]2O)[C@@H](CC=O)C[C@@H](C)[C@@H](O)/C=C\C=C/C[C@@H](C)OC(=O)C[C@H]1OC(C)=O,1%[21.7 µM]
C=CCN1C[C@H](C)N([C@@H](c2ccccc2)c2ccc(C(=O)N(CC)CC)cc2)C[C@H]1C,12%
COc1ccc(Oc2ncc3nc(-c4ccc(Cl)cc4)c(=O)n(CCC#N)c3n2)cc1,-2%
C[C@@H]1CC[C@@]2(OC1)OC1CC3C4CC=C5CC(O)CCC5(C)C4CCC3(C)C1[C@@H]2C (stereo partly specified),-1%
Cn1c(=O)c(-c2ccccc2)nc2cncnc21,5%
Cc1noc(C)c1C(=O)N1CCC2(CC1)CN(C(=O)Nc1cccc(F)c1)C2,3%
O=C1NC(=O)c2cc(Nc3ccc(F)cc3)c(Nc3ccc(F)cc3)cc21,-10%&-1%
c1ccc(CN2CCC3(CCc4ccccc43)CC2)cc1,7%
C=C1CCN(C(CC(C)C)C(=O)NCCCc2ccccc2)S(=O)(=O)c2ccccc21 (stereo unspecified),-9%
O=C(O)/C=C/c1cccc(B(O)O)c1,6%
CC(C)(C)C(O)C(Cc1ccc(Cl)cc1Cl)n1cncn1 (stereo unspecified),7%
COC(=O)C(CC(C)C)NS(=O)(=O)c1cc(Br)ccc1Br (stereo unspecified),2%
C=CCOC(=O)N[C@H](c1ccccc1)C(C(C)=O)C(C)=O,0%
c1ccc([Se]c2c(-c3ccccc3)[se]c3ccccc23)cc1,4%
CN(Cc1ccco1)c1nc(-c2cccnc2)nc2ccccc12,-5%
Cc1nc2cnc(N(C)C)nc2n(Cc2cccs2)c1=O,5%
C=C(C)C(O)C(CC/C=C(\C)C(=O)OCC)OC (stereo unspecified),-3%[12.9 µM]
CN(C)C(=O)c1ccc(-c2ccc3ncnc(N(C)C)c3c2)cc1,3%
COc1cccc([C@@H]2Oc3ccc(OC)cc3C(=O)[C@H]2OC(=O)NCc2ccco2)c1,-1%
COC1C(O)COC1/C=C/c1ccccc1 (stereo unspecified),0%[12.9 µM]
COc1ccccc1CNc1nc(-c2ccoc2)nc2ccccc12,-9%
CCC(=O)O[C@@](Cc1ccccc1)(c1ccccc1)[C@@H](C)CN(C)C,4%[21.7 µM]
COc1ccccc1CN1CCCC2(CCN(C(=O)c3c(C)noc3C)CC2)C1,-3%
NCC[C@H](O)C(=O)N[C@H]1C[C@@H](N)[C@@H](O[C@H]2O[C@@H](CN)[C@@H](O)[C@@H](O)[C@@H]2N)[C@@H](O[C@H]2O[C@@H](CO)[C@@H](O)[C@@H]2O)[C@@H]1O,0%[21.7 µM]

# Compound activity deposited in PubChem by National Center for Advancing Translational Sciences (NCATS).
